Bioassay records: PubChem BioAssay, National Center for Advancing Translational Sciences (NCATS)
SMN2 splice enh: enhancers of SMN2 splice variant expression. HEK293 SMN2-luciferase splicing reporter, luminescence, 30-36 h. Potency, µM (top dose mostly 46.1 µM), for the others: at the top dose activity change, positive = activation, hits mostly activators. actives 2.8% (n = 210,000). AID 1458; further: % of control where 0% means no effect; nearly all actives have a fitted effect of over 55% in size
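HEK293 cells carry an SMN2 […]–luciferase reporter in which exon 7 inclusion puts luciferase in frame. Cells were plated 10-12 h before compound addition, then incubated 30-36 h at 37C. ONE-Glo luminescence was read; sodium butyrate at 4.5 mM final served as control.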
JMJD2E inh: blocks human JMJD2E demethylase activity; B2RXH2; JMJD2E catalytic domain, FDH-coupled NADH fluorescence (FDH is formaldehyde dehydrogenase); Potency, µM (highest dose often 57.1 µM), for inactives: at the top dose activity change, negative = inhibition, actives largely listed as inhibitors; actives 1.6% (n = 230,000); AID 2147; active means well fitted inhibition curve with a large enough effect, not every such curve was filed as active; inconclusive means small, poorly fitted or top-dose-only effect, or another doubt; inactive means no such curve, though single readings can be large or run the other way;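 further: 0% = wells with enzyme and -100% = buffer wells without enzyme; nearly all actives have a fitted effect of over 50% in size; many of its hits are not listed in these tables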
Target sequence (B2RXH2 1-337 limits assumed): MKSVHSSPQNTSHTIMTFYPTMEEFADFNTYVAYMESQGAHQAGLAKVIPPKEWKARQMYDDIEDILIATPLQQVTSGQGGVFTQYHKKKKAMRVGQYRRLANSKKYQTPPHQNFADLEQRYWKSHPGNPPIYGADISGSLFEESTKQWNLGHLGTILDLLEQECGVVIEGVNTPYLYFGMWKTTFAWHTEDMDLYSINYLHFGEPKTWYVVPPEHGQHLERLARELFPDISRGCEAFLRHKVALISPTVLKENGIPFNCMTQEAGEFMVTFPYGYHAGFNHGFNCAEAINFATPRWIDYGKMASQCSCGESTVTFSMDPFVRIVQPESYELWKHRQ
GoLoco inh red: RGS12 GoLoco-Gai1 interaction inhibition. Gai1:RGS12 GoLoco peptide FP, rhodamine, 10 min. Potency, µM (series often up to 61.6 µM), for inactives: top-dose activity, negative = inhibition, most hits filed as inhibitors. actives 0.44% (n = 230,000). AID 880; active means well fitted inhibition curve with a large enough effect, not every such curve was filed as active; inactive means no such curve, though single readings can be large or run the other way; further: on the % scale 0 is the no-effect control and ±100 the full control effect; nearly all actives have a fitted effect of over 30% in size; many of its hits are not listed in these tables
Target sequence (P63096 whole entry, looked up): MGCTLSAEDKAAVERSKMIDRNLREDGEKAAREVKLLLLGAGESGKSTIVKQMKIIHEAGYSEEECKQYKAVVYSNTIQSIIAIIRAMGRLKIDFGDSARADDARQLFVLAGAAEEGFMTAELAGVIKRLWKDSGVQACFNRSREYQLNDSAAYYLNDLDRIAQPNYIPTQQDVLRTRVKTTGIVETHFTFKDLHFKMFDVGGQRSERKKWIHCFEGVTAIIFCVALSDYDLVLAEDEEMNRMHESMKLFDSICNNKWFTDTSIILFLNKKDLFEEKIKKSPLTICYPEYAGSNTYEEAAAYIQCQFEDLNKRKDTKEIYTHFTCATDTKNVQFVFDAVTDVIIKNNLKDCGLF
aGlu spleen mod: lysosomal alpha-glucosidase (human) modulation; human spleen homogenate, 4-MU-alpha-glucoside fluorescence; Potency, µM (titrated, usually from 79.9 µM), inactives show top-dose activity change, negative = inhibition, hits mostly inhibitors; actives 0.006% (n = 240,000); AID 2112; P10253;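 further: 0% = enzyme with vehicle and -100% = no enzyme basal signal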
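Enzyme source: human spleen homogenate, 1 ug/well. Buffer 50 mM citric acid/K phosphate pH 5.0, 0.01% Tween-20. 4-MU-alpha-glucoside 1 mM; 37 C x 40 min; NaOH/glycine stop; fluorescence.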
ALDH1A1 block: inhibitors of human aldehyde dehydrogenase 1A1; P00352; Purified ALDH1A1, NADH fluorescence, propionaldehyde substrate; Potency, µM (doses to about 75.3 µM), for the others: at the top dose activity, negative = inhibition, usual class: inhibitors; actives 7.3% (n = 220,000); AID 1030; active means well fitted inhibition curve with a large enough effect, not every such curve was filed as active; inconclusive means small, poorly fitted or top-dose-only effect, or another doubt; inactive means no such curve, though single readings can be large or run the other way;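 further: plate controls were no enzyme wells and a reference inhibitor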
GAA glycogen: alters human alpha-glucosidase cleavage of glycogen | P10253 | recombinant GAA, glycogen substrate, Amplex Red glucose oxidase fluorescence | Potency, µM (series often up to 76.4 µM), inactives show top-dose activity change, negative = inhibition, usual class: inhibitors | actives 0.38% (n = 300,000) | AID 2100;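 further: 0% = full enzyme reaction and -100% = no-enzyme basal signal; the screen sought inhibitors and activators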
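Recombinant human alpha-glucosidase (4 nM final) hydrolysed bovine liver glycogen (30 ug) for 40 min at 37 C in pH 5.0 citrate/phosphate with 0.01% Tween-20. Released glucose detected by glucose oxidase/Amplex Red, Ex 573/Em 610 nm. Compounds up to 77 uM; AC50 from Hill fits.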
GAA inhib: blocks human lysosomal alpha-glucosidase; P10253; purified human GAA, 4-MU-alpha-glucoside fluorescence; Potency, µM (doses to about 76.9 µM), for inactives: at the top dose activity change, negative = inhibition, usual class: inhibitors; actives 0.005% (n = 200,000); AID 1466;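 further: plate controls were uninhibited enzyme wells for no effect and no-enzyme background for full effect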
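Activity normalized between no-enzyme (basal) and enzyme-only wells. Conditions: 4 nM human enzyme, 400 uM fluorogenic substrate, citrate/phosphate pH 5.0 with Tween-20, 20 min room temperature, compounds up to 77 uM.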
GLA spleen mod: alpha-galactosidase A (human) modulation; P06280; human spleen homogenate, 4MU-alpha-Gal fluorescence, 40 min; Potency, µM (titrated, usually from 80 µM), inactives show at the top dose activity change, negative = inhibition, most hits filed as inhibitors; actives 0.008% (n = 240,000); AID 2107;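 further: 0% = enzyme with vehicle and -100% = no enzyme basal signal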
Target sequence (P06280 32-429 limits assumed): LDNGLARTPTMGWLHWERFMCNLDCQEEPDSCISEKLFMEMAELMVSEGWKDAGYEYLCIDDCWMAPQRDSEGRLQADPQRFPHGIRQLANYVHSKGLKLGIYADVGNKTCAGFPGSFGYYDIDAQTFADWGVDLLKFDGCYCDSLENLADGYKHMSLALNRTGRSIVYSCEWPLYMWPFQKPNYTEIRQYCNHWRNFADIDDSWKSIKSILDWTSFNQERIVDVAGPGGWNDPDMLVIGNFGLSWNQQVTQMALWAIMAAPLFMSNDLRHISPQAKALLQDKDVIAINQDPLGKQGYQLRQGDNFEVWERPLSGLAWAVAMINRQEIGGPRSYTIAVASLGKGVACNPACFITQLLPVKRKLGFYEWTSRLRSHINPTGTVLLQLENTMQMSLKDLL
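Human spleen homogenate (1 ug) as enzyme source, 4-methylumbelliferyl-alpha-D-galactopyranoside 1 mM final, citrate/phosphate pH 5.0 with 0.01% Tween-20. Compounds 40 min at 37C, NaOH/glycine stop; fluorescence Ex 365/Em 440, Hill-fit AC50.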
The depositor's hits bear a star; ? = inconclusive; . = not tested or not shown; [ ] = dose if it differs, or a comment. Unless noted, the call rests on the fitted dose curve; in most records, active means well fitted curve in the direction sought with a large enough effect; inconclusive means small, poorly fitted or top-dose-only effect, or another doubt; inactive means no such curve, though single readings can be large; an effect the other way counts as inactive or inconclusive. Potency means the concentration at half of the fitted maximal effect. This is a subset; rates above refer to the full screens.

The line under a structure holds: SMN2 splice enh, JMJD2E inh, GoLoco inh red, aGlu spleen mod, ALDH1A1 block, GAA glycogen, GAA inhib, GLA spleen mod
> O=C(COc1ncnc2ccccc12)N1CCN(C(=O)c2ccco2)CC1
 : -6.6%, 1.3%, 0.3%, 3.1%, -5.8%, -1.4%, 8.6%, 5.5%
> CCCOc1ccc([N+](=O)[O-])c(N)c1
 : -9.1%, 1.2%, 1.6%, 12.3%, -2.1%, -3.4%, 2.9%, 6.5%
> COc1cc(C#N)c(NC(=O)CN2CCC(C(N)=O)CC2)cc1OC
 : -0.6%, -1.9%, 11.7%, ., -2.4%, 8.6%, -1.5%, -10.3%
> CCN(CC)CCNc1ccc2nnc(CCNS(=O)(=O)c3ccc(C)cc3)n2n1
 : 4.2%, 0.9%, 6.1%, 8.7%, 10.3%, 20.4%, -2.6%, 5.2%
> CCN(CC)c1ccc([N+](=O)[O-])cc1C(=O)O
 : ., -5.9%, ., -4.9%, -3.0%, 11.9%, 6.6%, -3.4%
> Cc1ccc(NC(=O)CSc2ncnc3ccccc23)cc1S(=O)(=O)N1CCCCCC1
 : -18.1%, -4.6%, 20.2%, 6.0%, -11.0%, -8.0%, -13.6%, 2.9%
> CCCCCOc1ccc(NS(C)(=O)=O)cc1
 : 2.1%, 5.7%, 7.3%, -18.0%, 1.9%, -1.2%, -7.0%, 1.5%
> CCOC(=O)c1ccc(NC(=O)C2CC(=O)N=C(N)S2)cc1 (configuration not stated)
 : ., -7.8%, 14.2%, -3.0%, -7.1%, -7.1%, -12.1%, 4.2%
> CC(=O)C1=C(Nc2ccccc2)CC(C)(O)C(C(C)=O)C1c1ccccc1 (configuration not stated)
 : ., 2.5%, 5.7%, 4.4%, ., 2.5%, ., 7.7%
> O=C(O)CNC(=O)/C(=C/c1ccco1)NC(=O)/C=C/c1ccccc1
 : 4.2%, -3.1%, -13.9%, -2.7%, 16.4%, 7.7%, -1.2%, -1.2%
> O=C1CCCC/C1=C\Nc1ccc(S(=O)(=O)Nc2cnc3ccccc3n2)cc1
 : ., -2.8%, 11.7%, 0.5%, ., 0.0%, ., 2.0%
> COc1ccc(/C=N/OCC(=O)NCc2cccs2)c(OC)c1
 : ., -1.7%, ., -7.0%, ?, 11.9%, -0.1%, -2.8%
> CCCC(=O)C1=C(O)C(C(=O)OC)C(C)(C)CC1=NC (configuration not stated)
 : 19.3%, 7.1%, 3.6%, -3.5%, -7.6%, 12.2%, -7.7%, -1.7%
> O=C(Nc1ccc2oc(-c3ccccc3)nc2c1)c1cccnc1
 : -9.5%, 15.1%, 1.1%, -1.9%, ?, 1.9%, -3.1%, 1.2%
> Cc1ccc(O)c(C(=O)c2cc(C#N)c3nc4ccccc4n3c2)c1
 : -24.7%, 1.2%, 123.1%[activator], ., 3.1%, -2.5%, -7.9%, 5.6%
> O=C(NCc1cccnc1)c1ccc(NC(=O)c2ccco2)cc1
 : 21.5%, 11.1%, 6.6%, 6.1%, 10.0%, 3.9%, -0.5%, -0.9%
> CNc1nc(N)c([N+](=O)[O-])c(NCc2ccccc2)n1
 : ., 5.8%, 13.5%, 1.0%, -7.4%, -4.8%, 2.2%, -4.2%
> S=C(Nc1ccccc1)N(Cc1ccccc1)Cc1ccncc1
 : 1.7%, 12.4%, 7.6%, -9.3%, -5.3%, 7.2%, 7.5%, 2.8%
> O=C(O)C1CCCCC1C(=O)Nc1nccs1 (configuration not stated)
 : -6.5%, ?, 3.0%, 2.7%, -2.8%, 5.4%, 3.9%, -1.0%
> O=C(NCCCN1CCOCC1)c1cc(-c2ccc(Br)cc2)on1
 : -20.3%, 3.9%, 15.8%, -5.3%, ?, -4.2%, -8.7%, ?
> CSc1nsc(SCc2cnc(C)nc2N)n1
 : 8.2%, 2.4%, -0.4%, -2.7%, ?, -1.9%, -3.4%, 1.5%
> Cc1ccc2c(C)c(C(=O)N(Cc3cccs3)C3CCS(=O)(=O)C3)oc2c1 (configuration not stated)
 : -15.9%, -3.5%, -1.0%, 6.6%, ?, 0.0%, -8.1%, 5.7%
> CCOc1ccccc1-n1c(SCC(N)=O)nc2ccccc2c1=O
 : -4.9%, -0.2%, 2.0%, 0.2%, 8.6%, 1.7%, 2.4%, 3.0%
> O=c1ccc(=O)n2n1CC(O)C2
 : 3.9%, 5.6%, 7.7%, -11.2%, 7.1%, -1.1%, -6.5%, 17.2%
> COc1ccc(NC(=O)Nc2ccc3nonc3c2)cc1
 : ., 5.3%, -8.6%, -2.7%, ., 4.4%, ., -6.1%
> Cn1c(SCc2ccccc2)nc2ccsc2c1=O
 : -54.8%[inhibitor], -7.4%, -6.6%, 1.2%, ?, -0.6%, -8.2%, 6.2%
> COCCn1c(C)cc(C(=O)COC(=O)c2ccc3c(c2)NC(=O)CS3)c1C
 : 7.1%, -6.4%, -2.8%, 4.8%, -2.0%, -5.0%, -3.1%, -0.5%
> Cn1c(SCC(=O)N2CCN(c3ccccc3)CC2)nnc1-c1c[nH]c2ccccc12
 : -55.7%[inhibitor], 3.6%, 3.7%, 7.5%, 14.8%, -3.3%, 1.8%, -3.3%
> Nc1cnn(C2CCCO2)c(=O)n1 (configuration not stated)
 : -11.1%, 4.4%, -13.8%, 0.4%, ?, -10.7%, -4.8%[15.4 µM], 4.7%
> Cc1cccc(C(=O)OCC(=O)Nc2ccc(N3CCCCC3)cc2)c1O
 : -5.5%, -1.7%, 13.9%, 0.5%, 10.9%, 0.5%, -6.3%, 5.5%
> COC(=O)Cc1ccc2oc(-c3cccnc3)nc2c1
 : 25.3%, ?, 4.2%, 4.7%, ?, -2.2%, 2.1%, 7.0%
> CC(=O)/C(N=Nc1ccc(SC(F)F)cc1)=C(\C)O
 : 21.6%, -6.8%, 2.6%, -9.3%, ?, -3.6%, ?, -6.2%
> CCCn1c(-c2ccc(F)cc2)n[nH]c1=S
 : -15.8%, -20.0%, -0.9%, -8.7%, ?, -4.4%, 1.4%, -1.1%
> Oc1[nH]c2ccccc2c1N=Nc1nc2ccccc2s1
 : 2.51µM*, 16.4%, 4.2%, -2.2%, -6.2%, 7.9%, -8.4%, 0.8%
> COc1ccccc1OCC(=O)OC/C(O)=C(\C#N)c1nc2ccccc2[nH]1
 : 1.4%, 0.7%, 75.3%[activator], -2.1%, -2.3%, 4.3%, -4.5%, 3.0%
> COc1cc(OC)c(C(=O)NCC2CCCO2)cc1OC (configuration not stated)
 : 3.8%, ?, -0.4%, 5.4%, -1.3%, 0.0%, 5.9%, 0.0%
> CCOC(=O)c1ccc(N2C(=O)CC(NC3CCN(C(=O)c4cccc(Cl)c4)CC3)C2=O)cc1 (configuration not stated)
 : 2.9%, -4.1%, -22.1%, -6.2%, 12.6µM*, 3.2%, -0.8%, -0.4%
> O=C(CCN1C(=O)c2ccccc2C1=O)C1=NN[C@@H]2C(=O)N(c3cccc(Cl)c3)C(=O)[C@H]12
 : -3.0%, 3.6%, -0.5%, 7.2%, -12.2%, -3.0%, -0.8%, 1.7%
> COc1ccc(CC(=O)Nc2ccc(-c3noc(-c4ccc(Cl)cc4)n3)cc2)cc1
 : 5.4%, 0.4%, 14.3%, -2.3%, 7.4%, 4.2%, 2.3%, 2.2%
> Cc1ccc(F)cc1NC(=O)N1c2ccccc2NC(=O)CC1C (configuration not stated)
 : ., -3.2%, -4.2%, -1.7%, ., -4.0%, ., 3.8%
> Cn1c(NC(=O)C2CCCC2)cc(=O)n(C)c1=O
 : -4.2%, 9.4%, 5.2%, -21.5%, 2.9%, 7.1%, -3.7%[15.4 µM], -17.9%
> CCOC(=O)c1sc(/N=C/N(C)C)c(C(=O)OCC)c1C
 : -8.0%, 8.9%, -6.1%, -2.2%, 0.8%, 3.1%, -2.7%, -2.1%
> O=[N+]([O-])c1cc(Br)cc(/C=N/n2cnnc2)c1O
 : -8.7%, 12.4%, 12.3%, 3.4%, ?, 15.9%, -2.7%, 0.6%
> CC(NC(=O)c1cccs1)C(c1cccs1)N1CCN(c2ccccc2)CC1 (configuration not stated)
 : -72.3%[inhibitor], 3.7%, -1.1%, 1.2%, -2.4%, -4.1%, 4.2%, 14.1%
> Cc1cnc(NC(=O)c2cc3c(s2)CCCC3)s1
 : ?, -8.5%, 11.6%, 0.0%, ?, 13.8%, 0.2%, 4.7%
> C=C(C)Cn1c(-c2ccc(OC)cc2)nc2ccccc21
 : -9.1%, 2.5%, 27.7%, 1.4%, ?, -3.6%, -4.1%, 14.7%
> O=C(Cc1ccc([N+](=O)[O-])cc1)NCc1ccc2c(c1)OCO2
 : -14.1%, 6.2%, 16.2%, 3.6%, -6.3%, -8.2%, -4.7%, 0.3%
> CC(C)(C)c1ccc(CN2N=C(/C=C/c3ccccc3)CCC2=O)cc1
 : -9.1%, -15.0%, 8.9%, -10.0%, -2.9%, -11.5%, -4.6%, -12.0%
> O=C(CCCN1C(=O)c2ccccc2C1=O)N1CCCCC1
 : -4.7%, 4.6%, 2.6%, -3.1%, -9.3%, 4.0%, -2.6%, 0.1%
> Cc1ccc(NC(=S)NCCC2=CCCCC2)cc1
 : 20µM*, -7.4%, 10.9%, 2.4%, -7.2%, 1.0%, 2.1%, 0.8%
> O=C(O)CC(Cn1[nH]nnc1=S)c1ccccc1 (configuration not stated)
 : 8.2%, ?, -14.3%, 0.5%, 10µM*, -6.4%, -13.8%, 3.2%

Random excerpt: two records from the list.
The line under a structure holds: SMN2 splice enh, JMJD2E inh, GoLoco inh red, aGlu spleen mod, ALDH1A1 block, GAA glycogen, GAA inhib, GLA spleen mod
> O=C(O)CC(Cn1[nH]nnc1=S)c1ccccc1 (configuration not stated)
 : 8.2%, ?, -14.3%, 0.5%, 10µM*, -6.4%, -13.8%, 3.2%
> O=C(O)C1CCCCC1C(=O)Nc1nccs1 (configuration not stated)
 : -6.5%, ?, 3.0%, 2.7%, -2.8%, 5.4%, 3.9%, -1.0%
